Bioassay records: PubChem, several laboratories
Tb MetRS inh: Trypanosoma brucei MetRS inhibition; purified T. brucei MetRS, ATP depletion, Kinase-Glo luminescence; inhibition, % at 11.9 µM; 0.4% of 360,000 active;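 active means inhibition above a per-plate cutoff of the control wells' mean inhibition plus 3 SD, cut at about 5.5% in these data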;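 further: 0% = DMSO wells median and 100% = median of wells with control inhibitor compound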
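Measured by: Kinase-Glo luciferase luminescence reporting remaining unconsumed ATP. Material: purified T. brucei MetRS enzyme. Doses: 11.9 µM compound single dose, 0.9% DMSO. Medium: HEPES buffer containing pyrophosphatase, BSA, spermine, DTT. Times: 15 min preincubation, 2 h reaction, all 25 °C. Reagent: methionine, ATP and bulk E. coli tRNA.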
SUMO1-SIM PPI: modulators of human SUMO1-mediated protein-protein interactions; P63165; SUMO1 binding to a labelled peptide, TR-FRET, 1 h; inhibition, % at 20 µM; 0.33% of 360,000 active; AID 602429; in the data active means inhibition above about 37%
Target sequence (P63165 whole entry, looked up): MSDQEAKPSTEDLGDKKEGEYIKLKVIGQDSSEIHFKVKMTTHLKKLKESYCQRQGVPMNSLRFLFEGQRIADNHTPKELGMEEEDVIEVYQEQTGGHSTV
Rpn11 inh: blocks the human proteasome subunit Rpn11; O00487; human 26S proteasome, Ub4-pepOG fluorescence polarization; 20S core pre-blocked with epoxomicin; calls only at 20 µM; 0.59% of 360,000 active;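 active means inhibition at 20 µM, scaled to each plate's controls, above about 33%, limit read from the data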
Target sequence (O00487 whole entry, looked up): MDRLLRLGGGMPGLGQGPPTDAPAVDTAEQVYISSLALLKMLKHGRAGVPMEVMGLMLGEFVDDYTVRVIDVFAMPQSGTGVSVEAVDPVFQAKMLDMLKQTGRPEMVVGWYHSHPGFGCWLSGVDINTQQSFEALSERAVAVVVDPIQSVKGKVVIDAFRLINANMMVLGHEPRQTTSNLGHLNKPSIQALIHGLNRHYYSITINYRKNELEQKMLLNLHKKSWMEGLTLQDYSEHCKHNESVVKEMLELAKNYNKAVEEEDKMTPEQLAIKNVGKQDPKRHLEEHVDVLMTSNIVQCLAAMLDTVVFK
MLLE-PAM2 inh: blocks PAM2 peptide binding to the PABP1 MLLE domain | GST-MLLE / FITC-PAM2 fluorescence polarization | P11940 | AID 588489 | 0.36% of 360,000 active | inhibition, % at 20 µM; in the data active means inhibition above about 35%, passing the limit was not always enough;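 further: plate controls were DMSO wells with GST-MLLE for no effect and wells lacking GST-MLLE protein for full effect; some results filed as inactive read as strong as hits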
DNMT1 block: DNMT1 (human) enzyme inhibition; inhibition (reported as % activation of signal), % at 10 µM; 0.83% of 360,000 active; DNMT1 molecular beacon, Hinp1I cleavage, fluorescence; P26358; in the data active means inhibition above about 50%
STEP block: inhibitors of human striatal-enriched phosphatase STEP; inhibition, % at 20 µM; recombinant STEP, OMFP fluorogenic substrate, fluorescence; 0.25% of 360,000 active; P54829;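 active means inhibition at 20 µM, scaled per plate between control wells, above about 37%, limit read from the data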;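 further: 0% = DMSO with enzyme and substrate and 100% = substrate only without enzyme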
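Material: STEP (striatal-enriched tyrosine phosphatase) enzyme, cell-free; Compound dosing: 20 µM single dose in 1% DMSO; Technique: fluorescence read at 480 nm ex / 540 nm em; Times: reaction 20 min, ambient temperature; Medium: 50 mM Bis-Tris pH 6.0 with 2.5 mM DTT and 0.005% Tween 20; Also added: OMFP at 25 µM.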
LMPTP inh: LMPTP (human) inhibition. P24666. recombinant LMPTP-A, OMFP fluorogenic substrate, fluorescence intensity. inhibition, % at 20 µM. 0.22% of 360,000 active;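 active means compounds that cut the enzyme signal by at least half of the control window in the single-dose screen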;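 further: plate controls were DMSO wells with enzyme plus substrate for no effect and substrate without enzyme for full effect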
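Assay system: LMPTP-A, protein tyrosine phosphatase of low molecular weight / Medium: pH 6.0 Bis-Tris buffer with DTT and Triton X-100 / Schedule: 50 min enzyme reaction at room temperature, protected from light / Measured by: endpoint fluorescence intensity from OMFP dephosphorylation / Read-out basis: % inhibition relative to no-enzyme and uninhibited control wells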
CSN deneddyl inh: CSN deneddylation inhibition. Q92905. Purified CSN, SCF-Nedd8-OG deneddylation, fluorescence polarization. inhibition, % at 12.5 µM. 0.38% of 360,000 active;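 active means pattern-corrected inhibition above about 35%, with an unprinted fluorescence ratio check between 0.5 and 1.5, limit read from the data, passing the limit was not always enough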;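 further: 0% = enzyme with substrate and 100% = substrate without enzyme; some results filed as inactive read as strong as hits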
Target sequence (Q92905 whole entry, looked up, one chain of several): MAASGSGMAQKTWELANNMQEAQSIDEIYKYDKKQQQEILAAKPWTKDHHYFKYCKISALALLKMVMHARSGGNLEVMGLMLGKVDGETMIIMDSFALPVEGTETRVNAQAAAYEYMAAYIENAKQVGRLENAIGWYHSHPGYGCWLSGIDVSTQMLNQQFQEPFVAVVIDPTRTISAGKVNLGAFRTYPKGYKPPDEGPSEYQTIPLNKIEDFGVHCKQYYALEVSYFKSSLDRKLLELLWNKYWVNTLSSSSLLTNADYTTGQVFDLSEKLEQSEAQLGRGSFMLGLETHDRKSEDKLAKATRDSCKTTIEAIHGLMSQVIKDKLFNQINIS
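Assay system: HEK293T-derived human Csn5 enzyme; quantity: 0.24 nM enzyme; medium: Tris/NaCl/DTT buffer, pH 7.5; also added: substrate SCFSkp2-Nedd8OG, 10 nM; doses: 12.5 µM compound; schedule: 90 min reaction at room temperature; signal: FP; read-out: % inhibition of substrate cleavage by Csn5; benchmarks: substrate-only high control, full reaction low control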
NadD block: NadD (S. aureus) enzyme inhibition; purified NadD enzyme, colorimetric absorbance read-out; inhibition, % at 20 µM; 0.78% of 360,000 active; AID 602399; in the data active means inhibition above about 26%; further: some compounds past the cut are filed as inactive
Scp1 inh: inhibitors of human Scp-1 phosphatase | Q9GZU7 | AID 493091 | inhibition, % at 20 µM | Recombinant Scp1, phosphopeptide, malachite green phosphate absorbance | 0.88% of 340,000 active;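 active means inhibition above about 50% at 20 µM, limit read from the data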;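 further: plate controls were DMSO wells with enzyme for no effect and wells lacking enzyme for full effect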
Target sequence (Q9GZU7 76-261 limits assumed): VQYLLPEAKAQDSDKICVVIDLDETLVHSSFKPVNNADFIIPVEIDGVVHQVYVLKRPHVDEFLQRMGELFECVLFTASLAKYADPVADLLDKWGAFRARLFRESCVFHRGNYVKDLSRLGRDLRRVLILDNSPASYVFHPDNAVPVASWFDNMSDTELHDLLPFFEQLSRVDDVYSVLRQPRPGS
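System: SCP-1 catalytic domain; Reagent: Phospho 17-mer peptide substrate; Doses: one concentration, 20 µM, with 1.0% DMSO; Incubation: 45 min room-temperature reaction, 5 min colour, 30 min stabiliser; Signal: Phosphate-binding colour reagent, absorbance read at 630 nm.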
The depositor's hits bear a star; i = inactive; . = no result given. No enrichment for hits; overall some 3.6% were active at least once.

Tb MetRS inh	SUMO1-SIM PPI	Rpn11 inh	MLLE-PAM2 inh	DNMT1 block	STEP block	LMPTP inh	CSN deneddyl inh	NadD block	Scp1 inh	Molecule
-0.4	2	i	4	-2	1	0.7	-18	0	3	CCOC(=O)c1c(-c2ccccc2)csc1NC(=O)CSc1nc(C)cc(C)n1
-0.6	-4	i	-2	-1	-2	-0.4	-1	0	-13	O=C(Oc1ccc(-c2csnn2)cc1)C1CC1
-0.9	1	i	-3	1	1	0.2	2	0	-4	CC(=O)c1cccc(NC2c3ccccc3C(=O)N2Cc2ccco2)c1 (centres undefined)
-0.2	5	i	1	-5	1	0.9	2	0	-10	COc1ccc2c(c1OC)OCC2C (centres undefined)
-0.5	0	i	12	-1	-1	0.3	0	-2	-14	C[C@H](CCC(=O)O)[C@H]1CC[C@H]2[C@@H]3C(=O)C[C@@H]4CC(=O)CC[C@]4(C)[C@H]3CC(=O)[C@]12C
0.6	-1	i	-21	1	-2	-1.1	-4	-6	-6	CC(C)CCNC(=O)C1CCC(=O)N1CCc1ccccc1 (centres undefined)
-0.3	1	i	-4	0	0	0.2	-2	1	-1	O=C(/C(=C(\O)c1ccccc1)c1ncc[nH]1)c1ccccc1
-0.8	1	i	5	2	-3	-1.0	-6	-5	-6	O=C(NCCN1CCOCC1)C1CCN(c2nc3ccccc3o2)CC1

Tb MetRS inh	SUMO1-SIM PPI	Rpn11 inh	MLLE-PAM2 inh	DNMT1 block	STEP block	LMPTP inh	CSN deneddyl inh	NadD block	Scp1 inh	Molecule
0.0	1	i	7	3	0	1.3	-3	-1	-1	CCCCCC(=O)OCCc1c(C)nc2nc[nH]n2c1=O
-0.2	1	i	-4	0	-1	-1.0	2	6	9	COCCOC(=O)C1=C(C)NC(=O)NC1c1ccc(Cl)cc1 (centres undefined)
-0.1	-4	i	4	-2	5	-8.4	1	-1	-14	CCN(c1ccc(NC(=O)CSCc2c(C)noc2C)cc1)C(C)C
-1.2	-3	i	-1	-3	4	2.8	-5	13	4	COc1ccc(C(C(=O)NC2CCCCC2)N(Cc2cccs2)C(=O)Cc2c[nH]c3ccccc23)cc1OC (centres undefined)
0.0	0	i	4	-1	2	0.2	1	-3	8	Cc1ccc(S(=O)(=O)CC(=O)Nc2c(C)n(C)n(-c3ccccc3)c2=O)cc1
-0.2	-1	i	-14	-1	2	0.0	6	4	1	O=S(=O)(c1ccc(Cl)cc1)N1CCN(CCc2ccccc2)CC1
-0.9	0	i	-5	0	1	0.5	-2	-1	0	Cn1c(=O)cc(SCC(=O)N2CCCC2)c2ccc(Cl)cc21
-1.2	3	i	-8	-1	-2	-1.9	-4	-7	-4	O=C(O)C1CCN(S(=O)(=O)N2CCOCC2)CC1

Tb MetRS inh	SUMO1-SIM PPI	Rpn11 inh	MLLE-PAM2 inh	DNMT1 block	STEP block	LMPTP inh	CSN deneddyl inh	NadD block	Scp1 inh	Molecule
-0.5	-1	i	-3	0	-2	0.8	5	1	17	CCOC(=O)N1CCN(C(=O)CN(c2ccccc2OC)S(=O)(=O)c2ccc(OC)cc2)CC1
-0.2	-1	i	10	4	1	-1.3	-5	2	-8	CN(C)c1ccc(S(=O)(=O)N2CCCCC2)cc1NC(=O)CCNC(=O)c1ccco1
-0.2	-17	i	-13	-3	-1	-7.6	-6	-5	0	COc1cc(CN2CCN(c3cccc(C)c3C)CC2)cc([N+](=O)[O-])c1O
-0.1	2	i	12	5	-2	0.6	-2	-5	2	Cc1cc(-c2nnc(CCC(=O)NCCc3ccccc3F)o2)no1
0.2	0	i	-13	11	-1	-2.8	5	-2	-3	Cc1ccc(O)c(NC(=O)c2ccc3c(c2)C(=O)N(CC(C)C)C3=O)c1
0.0	-14	i	6	-1	0	1.0	6	-3	-9	N/C(=N\N=C\c1cccc(O)c1)c1nonc1N
0.1	5	i	3	-5	3	0.1	-2	-4	5	Cc1ccc(S(=O)(=O)NCC(=O)OCC(=O)c2cc(C)n(-c3ccccc3)c2C)cc1
0.4	17	i	-9	1	-4	1.3	3	-2	-11	Cc1cc(NC(=O)Nc2cc(F)ccc2F)no1

Tb MetRS inh	SUMO1-SIM PPI	Rpn11 inh	MLLE-PAM2 inh	DNMT1 block	STEP block	LMPTP inh	CSN deneddyl inh	NadD block	Scp1 inh	Molecule
-0.3	0	i	-9	1	1	1.0	-3	-5	-1	COc1ccc(N2CCN(C(=O)COC(=O)/C=C/c3ccc(OC(F)F)cc3)CC2)cc1
-1.0	-2	i	13	9	0	1.1	4	7	-4	O=C(Nc1ccc(C(=O)N2CCOCC2)cc1)C1CC1
-1.1	3	i	-2	0	3	-2.6	1	-1	2	COC(=O)c1ccc2[nH]c(C)cc(=O)c2c1
-1.0	2	i	-1	-2	1	-0.6	4	-3	-3	Cc1ccc(CNC(=O)Cn2cccc2C(=O)c2ccccc2C)cc1
0.0	2	i	-16	66*	-2	-0.5	-2	6	3	C/C=C/C=C/C(=O)N1CC2(CC(c3cccc(NC(=O)CCCCC)c3)=NO2)C[C@H]1C(N)=O (some centres undefined)
0.1	5	i	16	3	2	-1.6	-5	-4	-3	O=S(=O)(Nc1nccs1)c1ccc(Cl)cc1
-0.1	-6	i	5	1	-1	0.2	1	-5	-3	COc1ccc2c(Cl)c(C(=O)NC3CCS(=O)(=O)C3)sc2c1 (centres undefined)
-0.2	-3	i	3	3	-2	0.1	-4	-1	.	CC1(Oc2ccc3ccccc3c2)CCN(Cc2cccn2-c2nccs2)C1 (centres undefined)

Tb MetRS inh	SUMO1-SIM PPI	Rpn11 inh	MLLE-PAM2 inh	DNMT1 block	STEP block	LMPTP inh	CSN deneddyl inh	NadD block	Scp1 inh	Molecule
0.0	-4	i	6	-3	0	-0.3	3	12	-10	COc1ccc(C(C(=O)NC2CCCCC2)N(C(=O)CCCC(=O)Nc2ccccn2)c2ccc3c(c2)OCCO3)cc1 (centres undefined)
-0.2	-2	i	-10	-11	-1	3.8	-3	-7	-2	Oc1ccc(Br)cc1-c1cc(-c2ccccc2Cl)[nH]n1
-0.8	3	i	-3	2	-2	-0.8	-2	-5	13	CN(C(=O)COc1ccc(-c2nnco2)cc1)C1CCS(=O)(=O)C1 (centres undefined)
-0.6	4	i	-4	-2	4	-0.3	3	-2	-2	CNC(=O)c1nn(-c2ccccc2)ccc1=O
-1.1	-17	i	0	-3	-3	3.0	-2	1	1	O=C(COc1ccccc1)NNc1c2ccccc2nc2ccccc12
-0.6	1	i	-23	1	0	-3.6	-1	-3	-1	Cc1ccc(-n2c(Cn3c(C)nc4ccccc43)n[nH]c2=S)cc1
-0.6	-20	i	2	6	0	-0.3	6	14	-5	COC(=O)c1ccccc1NC(=O)c1ccc(-c2ccccc2F)o1
-0.4	-1	i	6	-1	3	-0.7	-2	-3	-7	CCN(C(=O)COC(=O)c1cccnc1SC)C1CCCCC1

Tb MetRS inh	SUMO1-SIM PPI	Rpn11 inh	MLLE-PAM2 inh	DNMT1 block	STEP block	LMPTP inh	CSN deneddyl inh	NadD block	Scp1 inh	Molecule
0.0	4	i	24	8	-1	-2.7	2	0	.	CC1(C(=O)NS(=O)(=O)C2CC2)CCCN(C(=O)CSc2ccccc2)C1 (centres undefined)
-0.3	-19	i	-2	0	-1	1.0	-3	0	-3	CCN(C(=O)COC(=O)c1cccc2ccccc12)c1c(N)n(Cc2ccccc2)c(=O)[nH]c1=O
-1.0	9	i	-5	7	-4	-0.9	-2	-2	7	COC(=O)C(Cc1ccc(O)cc1)N1Cc2ccccc2C1=O (centres undefined)
0.8	4	i	1	5	-2	-2.3	-2	1	-5	CCOC(=O)c1[nH]cnc1C(=O)NC1CCN(C(=O)OC(C)(C)C)CC1
1.9	-1	i	-5	4	-4	-1.1	-2	-4	-7	O/N=C/c1ccc(-c2cc(Cl)ccc2Cl)o1
-0.8	-3	i	-16	1	4	-1.0	10	9	-7	Cc1cc(C)cc(OCC(=O)N(Cc2cccs2)C2CCS(=O)(=O)C2)c1 (centres undefined)
-0.4	18	.	.	.	.	6.2	30	7	.	COc1cc(C=C2C(=O)C=CC2=O)ccc1O
0.0	-18	i	-1	0	9	4.9	-9	16	-3	O=C1c2cccc3cccc(c23)C(=O)N1CCN1CCN(CC(O)COc2ccc3ccccc3c2)CC1 (centres undefined)

Tb MetRS inh	SUMO1-SIM PPI	Rpn11 inh	MLLE-PAM2 inh	DNMT1 block	STEP block	LMPTP inh	CSN deneddyl inh	NadD block	Scp1 inh	Molecule
0.3	-16	i	-7	5	-1	0.5	-1	-1	-4	CC(=O)c1sc(C(C)(C)C)cc1NC(=O)c1ccccc1C(=O)O
-0.7	3	i	11	2	0	0.1	1	1	2	CC(C)CN(C(=O)COC(=O)c1cnc(Cl)c(Cl)c1)c1c(N)n(Cc2ccccc2)c(=O)[nH]c1=O
-0.8	-2	i	18	-2	0	-0.5	-1	0	6	Cc1ccc(N2CC(C(=O)N3CCC(C(=O)NC(C)(C)C)CC3)CC2=O)cc1 (centres undefined)
0.0	-5	i	2	1	4	-4.0	5	-1	-10	CCOC(=O)c1ccc(NS(C)(=O)=O)cc1
